AmpC inh det: blocks E. coli AmpC beta-lactamase in presence of detergent | P00811 | purified AmpC, nitrocefin hydrolysis with detergent | Potency, µM (highest dose often 28.7 µM), for the others: at the highest dose activity change, negative = inhibition | 71,000 compounds, 0.09% hits | AID 584; active = well fitted curve in the direction sought with a large enough effect
Target sequence (P00811 whole entry, looked up): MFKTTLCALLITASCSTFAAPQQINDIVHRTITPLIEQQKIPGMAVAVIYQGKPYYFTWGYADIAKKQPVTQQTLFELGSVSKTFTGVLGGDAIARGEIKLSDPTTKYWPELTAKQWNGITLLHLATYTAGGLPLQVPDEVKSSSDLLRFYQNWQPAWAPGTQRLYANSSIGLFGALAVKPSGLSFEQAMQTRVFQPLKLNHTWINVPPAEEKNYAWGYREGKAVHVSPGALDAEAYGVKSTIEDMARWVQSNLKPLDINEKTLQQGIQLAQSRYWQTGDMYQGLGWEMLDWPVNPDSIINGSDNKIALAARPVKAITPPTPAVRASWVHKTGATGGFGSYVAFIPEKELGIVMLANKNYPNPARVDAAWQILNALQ
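E. coli AmpC (5.3 nM) in 20 mM phosphate pH 7.0 with 0.01% Triton X-100, preincubated 15 min RT with compound; nitrocefin (2 uL of 800 uM stock) hydrolysis followed by 480 nm absorbance every 20 s over 4 min.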
Numbers without * were called inactive; & = joins results of further samples; [ ] = dose if it differs, or a comment. % is scaled to controls: 0 for no effect and ±100 for the full control effect; potency is read from the fitted curve at half-maximal effect. An excerpt, so the mix of outcomes need not match the whole.

| smiles | AmpC inh det |
| --- | --- |
| Cc1cc(C)n(-c2nnc(C)n2/N=C/c2cc(Br)ccc2OCc2ccccc2)n1 | 0% |
| COC(=O)C1=C(C)NC(=O)CC1c1cc(Br)ccc1F (stereo not drawn) | -5% |
| CC(C)Sc1oc(-c2ccco2)nc1S(=O)(=O)c1ccccc1 | -1% |
| COc1ccc(S(=O)(=O)N(Cc2nc3ccccc3c(=O)[nH]2)C2CCCC2)cc1 | -3% |
| COc1ccc(Br)c2c1C[C@H](C(=O)O)CC2 | -3%[5.75 µM] |
| CCOc1ccccc1N1CCN(CC(=O)Nc2nnc(CC)s2)CC1 | -1% |
| O=C(NCc1ccc2c(c1)OCO2)C1CCCN(S(=O)(=O)c2cccc3nonc23)C1 (stereo not drawn) | 19% |
| Fc1ccccc1CSc1nnc(-c2cccs2)o1 | 7% |

In the list so far, 2 contain fluorine.
| smiles | AmpC inh det |
| --- | --- |
| COC(=O)C1=C(C)NC(=O)CC1c1cc(Br)ccc1F (stereo not drawn) | -5% |
| Fc1ccccc1CSc1nnc(-c2cccs2)o1 | 7% |

The list goes on.
| smiles | AmpC inh det |
| --- | --- |
| Cc1ccc2c(CC(=O)NCc3ccc4c(c3)OCO4)coc2c1 | -3% |
| CCCOc1ccccc1C1SCC(=O)Nc2c1c(=O)[nH]n2C(C)CCC (stereo not drawn) | -2% |
| COc1cc(OC)c(N2CC34C=CC(O3)C(C(=O)O)C4C2=O)cc1Cl (stereo not drawn) | 2% |
| C=C[C@@H]1C[C@@]1(C)[C@@H](NP(=O)(c1ccccc1)c1ccccc1)c1ccccc1 | 10% |
| C=C1C(=O)C=C2CN(C(=O)c3ccccc3)[C@@](Cc3ccc(F)cc3)(C(=O)OC)[C@@H]12 | -4% |
| CC1CCN(CCCNC(=O)C2CC(=O)N(C3CCCCCC3)C2)CC1 (stereo not drawn) | -2% |
| CS(=O)(=O)N1CCC(C(=O)NCc2ccncc2)CC1 | 7% |
| CC(C)Nc1c(N)c(=O)oc2ccccc12 | 13% |
| Cc1ccc(Nc2nc(N3CCOCC3)c3ccccc3n2)cc1 | 0% |
| CSC1=NCCN1C(=O)c1cccs1 | 7% |
| CC(=O)C1=C(O)C(=O)N(Cc2cccnc2)C1c1ccc(Cl)cc1Cl (stereo not drawn) | -4% |
| Cc1ccc(C(=O)NC2CCCc3ccccc32)o1 (stereo not drawn) | -5% |
| COCCN1C(=O)C(=O)/C(=C(/O)c2cccc(OC)c2)C1c1ccncc1 (stereo not drawn) | 1% |
| CCCN(CCC)[C@@H]1CCc2cccc(O)c2C1 | 0%&3%&-1%&-1% |
| CCn1c(SCC(=O)Nc2cc(C)on2)nnc1-c1cccs1 | -1% |
| O=C(O)/C=C\c1ccc[c]([Sb](=[O])([OH])[OH])c1 | -8%[5.75 µM] |
| Cc1ccc(NS(=O)(=O)c2ccc(NC(=O)c3ccc(Br)o3)cc2)c(C)c1 | -10% |
| CCOc1ccc(NC(=O)CSc2nnc(-c3ccccc3Cl)n2Cc2ccco2)cc1 | 0% |
| COc1ccc(Cn2c(=O)[nH]c3cc(C(=O)N4CCN(Cc5ccccc5)CC4)ccc3c2=O)cc1 | -3% |
| O=C(O)CCC(=O)NC1CCCCC1NC(=O)CCC(=O)O (stereo not drawn) | -2% |
| O=C(CCS(=O)(=O)c1cccc2nonc12)N1CCOCC1 | 3% |
| c1ccc(Cc2nnc3sc(Nc4ccccc4)nn23)cc1 | 1% |
| CCC(C)NC(=O)CCNS(=O)(=O)c1ccc(Br)cc1 (stereo not drawn) | -2% |
| CC(=O)c1ccc(NC(=O)C2CCC(C)NC2=O)cc1 (stereo not drawn) | 0% |
| NC(=O)C1CCCN(Cc2ccc(Cl)cc2)C1 (stereo not drawn) | 8% |
| Cc1ccccc1-n1c(Cn2c(=O)sc3ccccc32)nnc1SCC(=O)N1CCOCC1 | 3% |
| O=C(Cn1cnc2ccccc2c1=O)NCC(=O)N1CCN(c2ccccn2)CC1 | -6% |
| O=C(CN(C(=O)C1CSC(=O)C1)c1ccccc1F)NCc1ccc2c(c1)OCO2 (stereo not drawn) | -1% |
| CCCCN(CC)S(=O)(=O)c1ccc2c(c1)CCCN2C(C)=O | -3% |
| O=C(CCCC1=NS(=O)(=O)c2ccccc2N1)N1CCN(c2ccccc2)CC1 | -2% |
| CCS(=O)(=O)NCCc1cc2cc(C)c(C)cc2[nH]c1=O | -2% |
| Cc1cc2cc(CN(Cc3ccco3)C(=O)NCc3ccccc3)c(=O)[nH]c2cc1C | 7% |
| CC(=O)NCCNc1cc(-c2ccccc2C(F)(F)F)ncn1 | 8% |
| O=C(COC(=O)c1ccccn1)Nc1ncc(C(F)(F)F)cc1Cl | 11% |
| CCCCn1c(NCCN(C)C)nc2c1c(=O)[nH]c(=O)n2C | -5% |
| CC(C)OC(=O)C1C(=O)CC(C)(O)C(C(=O)OC(C)C)C1c1cccc(O)c1 (stereo not drawn) | 2% |
| [O-][n+]1onc2c1CCC1N(O)CCC21O (stereo not drawn) | 1% |
| Cc1ccc(-c2nnn(CC(=O)N(c3ccc(F)cc3)C(C(=O)NC3CCCC3)c3ccco3)n2)o1 (stereo not drawn) | -3% |
| FC(F)(F)c1ccccc1-c1ccc2ncnc(NC3CC3)c2c1 | 7% |
| O=C1Nc2ccccc2C1=Nc1ccc(-c2nnc3n2CCCCC3)cc1 | -1% |
| CCOC(=O)c1c(C)oc2c1c1c(c3ccccc32)OCN(Cc2cccnc2)C1 | 0% |
| C[C@@]12CC(=O)[C@H]3[C@@H](CCC4=CC(=O)CC[C@]43C)[C@H]1CCC2=O | -2%[12.8 µM] |
| CC(Oc1ccc(Cl)cc1Cl)C(=O)NCCCn1ccnc1 (stereo not drawn) | 0% |
| CC(=O)Nc1ccccc1NC(=O)CC(C)(C)C | -5% |
| CCOC(=O)c1ccc(Nc2nnc3nc(C)cc(C)n23)cc1 | -2% |
| CCCN1Cc2cccc(C(=O)NCc3ccc4c(c3)OCO4)c2C1=O | 23% |
| O=C(O)CC12C[C@H]3C[C@@H](CC(O)(C3)C1)C2 | 1%[5.75 µM] |
| CCN(CC)C(=O)c1ccc(NS(=O)(=O)c2ccccc2)cc1 | -3% |
| COCCNC(=O)CN1CCOc2ccccc21 | 8% |
| CC(C)C(NC(=O)c1ccc(S(=O)(=O)N2CCOCC2)cc1)c1nc2ccccc2[nH]1 (stereo not drawn) | -5% |
| O=C(Nc1ccccc1)NC1CCN(CCCN2C(=O)c3ccccc3C2=O)CC1 | 14% |
| O=C1CC(c2ccccc2)CC(O)=C1C=NCCN1CCNCC1 (stereo not drawn) | 6% |
| CCn1cc(C(=O)OC(C)C(=O)Nc2c(C)n(C)n(-c3ccccc3)c2=O)c(=O)c2ccc(C)nc21 (stereo not drawn) | -4% |
| CCC(C)C(NC(=O)c1ccc(Cl)cc1)C(=O)O (stereo not drawn) | -4% |
| O=C(NCc1ccc(F)cc1)C1CCC(=O)N1C1CCCCC1 (stereo not drawn) | -1% |
| CNS(=O)(=O)c1ccc(NC(=O)C(CCSC)NC(N)=O)cc1 (stereo not drawn) | 0% |

Following part:
| smiles | AmpC inh det |
| --- | --- |
| COc1ccc(C2CC(c3ccc(OC)cc3)n3nc(N)nc3N2)cc1 (stereo not drawn) | 11% |
| CC1(C)N(O)C2CCCCC2N1O (stereo not drawn) | 0% |
| COC(=O)c1cn(C(=O)c2cccs2)c2ccccc12 | -8% |
| CC(CCc1ccccc1)NC(=O)COC(=O)C1=COCCO1 (stereo not drawn) | 0% |
| O=C(Cn1nnc(-c2ccccc2)n1)OCc1csc(-c2ccccc2)n1 | -3% |
| Cc1nn2c3c(cnc2c1-c1ccccc1)C(=O)CCC3 | 10% |
| O=C(c1ccc(Cl)cc1)N(Cc1cccs1)C1CCS(=O)(=O)C1 (stereo not drawn) | -2% |
| CCSC1=NCN(CCCC(=O)O)CN1 | 1% |
| Cc1ccc(C)c(S(=O)(=O)c2c(N)n(/N=C/c3ccco3)c3nc4ccccc4nc23)c1 | -2% |
| CCOC(=O)Cc1c(C)c2c(C)[nH]nc2oc1=O | -2% |
| CCC(C)(C)NC(=O)CN(C(=O)c1snc(C(N)=O)c1N)c1ccc2c(c1)OCCO2 | -6% |
| CC1(C)Cc2c(C#N)c(N)n(-c3ccccc3)c(=O)c2CO1 | -1% |
| COCCCNC(=O)C1CCC(=O)N1Cc1ccccc1Cl (stereo not drawn) | -4% |
| CN(C(=O)c1ccc(Cl)cc1)C1=CCCCC1CCC#N (stereo not drawn) | 3% |
| CN1CCN(c2ncc3ncc(=O)n(Cc4ccc(F)cc4)c3n2)CC1 | 0% |
| O=C(C1CCCN(S(=O)(=O)c2ccc(Cl)cc2)C1)N(Cc1cccs1)C1CC1 (stereo not drawn) | 7% |

Gathered by group: the entries above containing a COOH group.
| smiles | AmpC inh det |
| --- | --- |
| COc1ccc(Br)c2c1C[C@H](C(=O)O)CC2 | -3%[5.75 µM] |
| COc1cc(OC)c(N2CC34C=CC(O3)C(C(=O)O)C4C2=O)cc1Cl (stereo not drawn) | 2% |
| O=C(O)/C=C\c1ccc[c]([Sb](=[O])([OH])[OH])c1 | -8%[5.75 µM] |
| O=C(O)CCC(=O)NC1CCCCC1NC(=O)CCC(=O)O (stereo not drawn) | -2% |
| O=C(O)CC12C[C@H]3C[C@@H](CC(O)(C3)C1)C2 | 1%[5.75 µM] |
| CCC(C)C(NC(=O)c1ccc(Cl)cc1)C(=O)O (stereo not drawn) | -4% |
| CCSC1=NCN(CCCC(=O)O)CN1 | 1% |

Other records
| smiles | AmpC inh det |
| --- | --- |
| CCNc1ncc2nc(-c3cccs3)c(=O)n(CCc3ccccc3)c2n1 | 0% |
| O=C(NCc1cccnc1)c1ccccn1 | -9% |
| Cn1c(-c2ccc(N)cc2)nc2ccccc21 | 1% |
| ClC(Cl)(Cl)C(Cl)(Cl)Cl | 12% |
| N#CCSc1nnc(COc2cccc3ccccc23)n1-c1ccccc1 | 4% |
| COC(=O)c1ccccc1NC(=O)CN(CCc1ccccc1)S(C)(=O)=O | -2% |
| CCn1c(CSc2nnc(-c3ccc4c(c3)OCO4)o2)nc2cc(S(=O)(=O)N(C)C)ccc21 | 12% |
| CCCNc1nc2c(c(=O)[nH]c(=O)n2C)n1Cc1cccc(Br)c1 | -3% |
| CC(C)CN1CCC2(CC1)CCN(C(=O)c1cc(C(F)(F)F)cc(C(F)(F)F)c1)CC2 | -2% |
| O=C(CCNS(=O)(=O)c1cccc2nonc12)NCCc1ccc(Cl)cc1 | -4% |
| Cc1nc(Nc2ccc(S(N)(=O)=O)cc2)oc1C | 10% |
| CN(C)S(=O)(=O)c1ccc(C(=O)Nc2ccccc2C(=O)O)cc1 | -2% |
| c1ccc(C2=NN[C@@H]3c4ccccc4-c4ccccc4N3C2)cc1 | 0%[5.75 µM] |
| COC(=O)c1ccccc1NC(=O)c1noc2c1CCC2 | -2% |
| c1ccc(-c2nnc(N3CCN(c4ccccn4)CC3)c3ccccc23)cc1 | -4% |
| Cc1cc(=Nc2ccc3c(c2)c(N)cc(C)[n+]3C)nc(N)n1C | 1%[5.75 µM] |
| CCOc1ccccc1C1N(c2ccc(OC)cc2)C(=O)C2CCCN21 (stereo not drawn) | 7% |
| Cc1ccc2cc3cc(C(=O)NCCC(C)C)oc3nc2c1 | 4% |
| COc1cc(-c2nnc(SCc3cc(=O)oc4cc(C)ccc34)o2)cc(OC)c1OC | 0% |
| COc1ccc(-c2nc(N3CCOCC3)nc3n[nH]c(N)c23)cc1 | 7% |
| Cn1c(SCc2nnc(-c3ccc(F)cc3)o2)nnc1C1COc2ccccc2O1 (stereo not drawn) | -4% |
| CCCCc1c(O)nc(SCC(=O)NCCc2ccc(OC)c(OC)c2)[nH]c1=O | -2% |
| CCOC(=O)c1c(NC(=O)c2cccs2)sc2c1CCC2 | -4% |
| CCOC(=O)N1CCN(c2cc(NCCC(=O)O)c3c4c(onc24)-c2ccccc2C3=O)CC1 | -4% |
| Cc1ccccc1OCCCN1C(=O)C(=O)c2cccc(C)c21 | 11% |
| CC(C)c1nnc(NC(=O)c2c(O)c3cccc4c3n(c2=O)CC4)s1 | 6% |
| CCOC(=O)C1CCN(C(=O)Nc2ccc3snnc3c2)CC1 | -4% |
| COc1cc(=O)[nH]c(SCc2c(F)c(F)c(F)c(F)c2F)n1 | -1% |
| O=C(NCc1ccc(F)cc1)C1CCCN1C(=O)NCc1ccccc1 (stereo not drawn) | 2% |
| O=C(Nc1ccc(Cl)c(Cl)c1)N1CCSC1c1ccco1 (stereo not drawn) | -3% |
| COc1ccc(OC)c(CCNC(=O)CS(=O)(=O)Cc2nc(-c3ccc(C)cc3)oc2C)c1 | -2% |
| CCNC(=O)CC(=O)Nc1ccccc1C(=O)O | 13% |
| C(=C\c1ccccc1)/C=N/n1cnnc1 | 6% |
| O=C(CN(C(=O)CCNC(=O)c1ccco1)c1ccccc1)NC1CCCC1 | 10% |
| COc1ccc(Cl)cc1NC(=O)CSc1nnc(Cn2c(=O)sc3ccccc32)n1C | 13% |
| Cc1cccc(-c2nsc(SCC(=O)Nc3cc(C)on3)n2)c1 | -2% |
| NS(=O)(=O)c1ccc(Nc2nc(-c3ccc(O)cc3)cs2)cc1 | -4% |
| CCOc1ccccc1NC(=O)C1CCCN(S(=O)(=O)c2ccc(OC)c(C)c2)C1 (stereo not drawn) | -8% |
| CCOC(=O)C1C(=O)NC(SCC(=O)Nc2nccs2)=C(C#N)C1c1ccccc1OCC (stereo not drawn) | 0% |
| CCOc1ccc(C)cc1S(=O)(=O)N1CCCCC1 | -3% |
| CCCCCn1c(Br)nc2c1c(=O)n(CC(N)=O)c(=O)n2C | -2% |
| O=C(Nc1cccc2nsnc12)C1CC(=O)N(c2ccccc2)C1 (stereo not drawn) | 1% |
| CCCS(=O)(=O)N1CCN(c2ccccc2F)CC1 | 3% |
| CCOCCn1c(CN2CCOCC2)nc2c1c(=O)[nH]c(=O)n2C | 11% |
| CCCc1nnc(NC(=O)Cn2c(=O)sc3ccccc32)s1 | -4% |
| COCCN(CCOC)S(=O)(=O)c1ccc(C(=O)Nc2nnc(C)o2)cc1 | 0% |
| COc1cc(-n2c(=O)c3ccccc3n(Cc3cccnc3)c2=O)cc(OC)c1OC | 13% |
